Screens (PubChem BioAssay)
APE1 inh: qHTS Assay for Inhibitors of the Human Apurinic/apyrimidinic Endonuclease 1 (APE1). hit rate 0.35% among 350,000. Potency, µM (highest dose often 65.8 µM), inactives show at the top dose activity change, negative = inhibition, most hits filed as inhibitors. DNA repair nuclease/redox regulator APEX1 (Homo sapiens), P27695. recombinant APE1, TAMRA/BHQ-2 abasic DNA cleavage fluorescence;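 also: potency is read from the fitted curve at half-maximal effect; plate controls were vehicle for no effect and reference inhibitor for full effect; nearly all actives have a fitted effect of over 55% in size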
Target sequence (P27695 whole entry, looked up): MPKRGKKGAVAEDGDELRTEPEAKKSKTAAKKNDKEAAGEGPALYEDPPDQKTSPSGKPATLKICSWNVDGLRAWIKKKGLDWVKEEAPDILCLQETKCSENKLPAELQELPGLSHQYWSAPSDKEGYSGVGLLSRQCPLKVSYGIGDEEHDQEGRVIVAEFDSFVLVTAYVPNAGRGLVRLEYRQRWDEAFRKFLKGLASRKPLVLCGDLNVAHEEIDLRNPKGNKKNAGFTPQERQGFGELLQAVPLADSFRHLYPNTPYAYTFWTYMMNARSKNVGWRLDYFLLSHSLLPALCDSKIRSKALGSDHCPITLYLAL
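Step 1: APE1 (0.75 nM) with compound, 15 min RT. Step 2: add 50 nM fluorophore/quencher THF duplex. Step 3: three fluorescence reads 60 s apart (525/598 nm); read 3 minus read 1 = reaction progress.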
Anesthetic bind: qHTS Assay for Identification of Novel General Anesthetics. hit rate 0.074% among 350,000. AID 485281, 2010. Potency, µM (series often up to 77.5 µM), for inactives: at the top dose activity change, negative = displacement, actives largely listed as inhibitors. apoferritin/1-aminoanthracene competitive binding, fluorescence. Ferritin light chain (Equus caballus), P02791; also: potency is read from the fitted curve at half-maximal effect; % is scaled to controls: 0 for no effect and ±100 for the full control effect; nearly all actives have a fitted effect of over 20% in size
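Concentration-response curves derived by four-parameter Hill fitting of normalized fluorescence, where compounds displaced 1-AMA from 10 uM horse apoferritin following a brief 10 min room-temperature incubation; propofol titration acted as positive control.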
LDHA inh: qHTS assay for inhibitors of human lactate dehydrogenase; L-lactate dehydrogenase A chain (Homo sapiens), P00338; purified LDHA, NADH/diaphorase-resazurin fluorescence; stronger effect = lower value; activity change, % (values are at about 110 or 230 µM); hit rate 0.15% among 480,000; AID 1347041, 2019; in the data active = activity change below about -30%; inconclusive = mostly about -25% to -30%;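 also: plate controls were DMSO wells for no effect and wells without enzyme for full effect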
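Remaining NADH was detected by diaphorase (0.133 mg/mL) converting 37 µM resazurin to fluorescent resorufin, read at 0 and 20 minutes. The preceding 5-minute room-temperature reaction used 2 nM LDHA, 0.2 mM sodium pyruvate and 0.06 mM NADH at pH 7.4.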
Pol kappa inh: qHTS for Inhibitors of Polymerase Kappa | DNA polymerase kappa (Homo sapiens), Q9UBT6 | purified Pol kappa, fluorescent DNA synthesis assay, 10 min | Potency, µM (top dose mostly 107 µM), inactives show at the highest dose activity, negative = inhibition, most hits filed as inhibitors | hit rate 0.53% among 400,000 | AID 588579, 2011; also: potency is read from the fitted curve at half-maximal effect; % is scaled to controls: 0 for no effect and ±100 for the full control effect
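Inhibition of 10 nM Pol kappa is measured by a fluorescent read-out at 0 and 10 min following addition of 50 nM substrate (final), with a 15-min room-temperature compound preincubation.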
Pol beta inh: qHTS Assay for Inhibitors of DNA Polymerase Beta; Pol beta primer extension/strand displacement, fluorescence kinetic; Potency, µM (doses to about 114 µM), for the others: top-dose activity change, negative = inhibition, actives largely listed as inhibitors; hit rate 1.3% among 340,000; AID 485314, 2010; also: potency is read from the fitted curve at half-maximal effect; % is scaled to controls: 0 for no effect and ±100 for the full control effect
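Pol beta (10 nM) was preincubated with compound for 15 min at room temperature. The reaction was then started with 50 nM substrate and read immediately and after a further 10 min at room temperature.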
RGS4 inh: Inhibitors of Regulator of G Protein Signaling (RGS) 4: qHTS; Regulator of G-protein signaling 4 (Homo sapiens), P49798; Transcreener GDP fluorescence polarization, RGS4-accelerated GTP hydrolysis; Potency, µM (highest dose often 114 µM), without a hit: at the highest dose activity change, negative = inhibition, hits mostly inhibitors; hit rate 0.039% among 390,000; also: potency is read from the fitted curve at half-maximal effect; % is scaled to controls: 0 for no effect and ±100 for the full control effect; nearly all actives have a fitted effect of over 75% in size; some results filed as inactive show a strong effect at the top dose
Target sequence (P49798 whole entry, looked up): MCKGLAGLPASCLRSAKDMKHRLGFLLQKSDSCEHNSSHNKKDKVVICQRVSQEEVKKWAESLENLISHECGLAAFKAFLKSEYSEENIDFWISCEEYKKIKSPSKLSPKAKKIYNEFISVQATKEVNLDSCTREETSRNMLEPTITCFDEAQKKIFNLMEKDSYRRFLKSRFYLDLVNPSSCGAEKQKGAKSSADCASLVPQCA
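MLSMR compounds (23 nl, pin-transferred) preincubated 10 min at room temperature with a 500nM (2x) first reagent, then RGS4 at 900nM (2x) plus Transcreener GDP mix added; fluorescence polarization (620/688 nm) read before and after 90 min at 30 °C.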
ERG-DNA inh: qHTS for Small Molecule Inhibitors of the ERG Ets/DNA interaction; Transcriptional regulator ERG (Homo sapiens), P11308; fluorescence polarization, His-ERG Ets domain / labelled DNA; Potency, µM (titrated, usually from 76.9 µM), for the others: at the top dose FP activity, negative = inhibition, most hits filed as inhibitors; hit rate 0.028% among 370,000; active = well fitted inhibition curve with a large enough effect in the polarisation, with a control signal flat; inconclusive = small, poorly fitted or top-dose-only effect, or effect the other way, or a change in a side signal; inactive = no such curve, though single readings can be large or run the other way; the % refers to the polarisation;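 also: polarization taken with two DNA probes labelled with fluorescein and Texas red; potency is read from the fitted curve at half-maximal effect; % of control where 0% means no effect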
Target sequence (P11308 whole entry, looked up, the tested form may be a part): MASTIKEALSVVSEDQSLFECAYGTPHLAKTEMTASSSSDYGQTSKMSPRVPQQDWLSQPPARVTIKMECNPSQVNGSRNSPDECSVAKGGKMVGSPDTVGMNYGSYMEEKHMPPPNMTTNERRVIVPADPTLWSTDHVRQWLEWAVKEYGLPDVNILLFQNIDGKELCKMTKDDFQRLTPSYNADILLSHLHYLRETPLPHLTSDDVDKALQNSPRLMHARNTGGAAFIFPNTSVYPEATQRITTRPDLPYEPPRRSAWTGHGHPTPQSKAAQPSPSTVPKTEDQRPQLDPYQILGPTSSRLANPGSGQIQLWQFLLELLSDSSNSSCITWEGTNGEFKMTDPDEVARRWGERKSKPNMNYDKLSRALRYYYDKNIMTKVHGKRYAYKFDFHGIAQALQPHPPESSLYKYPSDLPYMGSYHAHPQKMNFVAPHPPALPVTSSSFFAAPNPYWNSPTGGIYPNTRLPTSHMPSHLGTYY
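His-tagged ERG Ets domain (1 uM in the protein solution; 300mM KCl, 50mM Tris-HCl, 1mM EDTA, 1mM DTT, pH 7.5) received compound, then a probe mix of 5 nM fluorescein-DNA and 100nM Texas-615-DNA. Fluorescence polarization was read for both dyes.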
ALOX12 inh: Primary qHTS assay for inhibitors of human arachidonate 12S-lipoxygenase (ALOX12): Round 2; purified 12hLO, xylenol orange hydroperoxide absorbance; Potency, µM (top dose mostly 108 µM), inactives show at the top dose activity change, negative = inhibition, hits mostly inhibitors; hit rate 1.1% among 580,000; AID 1671190, 2021; also: potency is read from the fitted curve at half-maximal effect; % is scaled to controls: 0 for no effect and ±100 for the full control effect
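Purified human 12hLO at 150 nM in 25 mM Hepes, 0.01% Triton X-100, pH 7.0, preincubated 15 min at room temperature with compound. Reaction started with 40 uM arachidonic acid, 30 min at room temperature. Hydroperoxide measured by Fe-xylenol orange, 573/405 nm absorbance ratio.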
POLH inh: qHTS for Inhibitors of Polymerase Eta | DNA polymerase eta (Homo sapiens), Q9Y253 | recombinant Pol eta, fluorescent DNA replication assay | Potency, µM (highest dose often 114 µM), without a hit: at the top dose activity change, negative = inhibition, most hits filed as inhibitors | hit rate 1.2% among 390,000; also: potency is read from the fitted curve at half-maximal effect; % is scaled to controls: 0 for no effect and ±100 for the full control effect
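Fluorescent replication assay: 50 nM final substrate added after a 15 min room-temperature compound preincubation with 10 nM enzyme. Signal taken at 0 min and again at 10 min.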
* hit, by the source's call; ? = inconclusive; · = no result given; & = joins results of further samples; [ ] = dose if it differs, or a comment. Unless noted, calls follow the shape of the dose curve; as a rule, active = well fitted curve in the direction sought with a large enough effect; inconclusive = small, poorly fitted or top-dose-only effect, or another doubt; inactive = no such curve, though single readings can be large; an effect the other way counts as inactive or inconclusive. An excerpt. The share of hits here may be higher or lower than overall.

Below each compound – Pol kappa inh	APE1 inh	RGS4 inh	ERG-DNA inh	LDHA inh	Pol beta inh	ALOX12 inh	POLH inh	Anesthetic bind
CCCN(CCC)C(=S)Nc1cc(C(=O)OC)ccc1C(=O)OC
 : -6%	1%	-12%	-11%	-1	-1%	-4%	-10%	6%
COC(=O)c1cccc(C23CC4(C2)[C@H](CN(Cc2ccc(-c5ccccc5)cc2)[C@@H]4c2ccccc2)C3c2ccc(C(F)(F)F)cc2)c1 (some centres undefined)
 : 3%	-6%&14%	-11%	-7%	-4	11%	?	-14%	-4%&-5%
CC(C)C(C)NC(=O)COc1nc2ccccc2nc1N(C)C1CCCCC1 (centres undefined)
 : 3%	33%	-24%	-2%	-7	84%	16%	-19%	0%
CCOc1ccc(Cl)cc1CNc1nnnn1CC
 : -3%	0%	5%	5%	-2	3%	4%	-13%	-6%
CCCC[C@@H]1CN=C(N)N1CCCC
 : -7%	·	15%	5%	-4	·	?	-6%	·
Cc1ccc(C(=O)COc2cc(O)c3c(=O)cc(-c4ccccc4)oc3c2)cc1
 : 5%	-2%	-14%	5%	-1	6%	0%	-13%	-6%
O=C(COc1ccc([N+](=O)[O-])cc1)NNC(=O)Nc1ccc([N+](=O)[O-])cc1
 : -14%	0%	?	2%	?	?	-7%	-10%	-13%
CC1CCN(CC(=O)NCc2ccccc2)CC1
 : 1%	12%	-21%	-3%	0	35%	2%	-4%	0%
Cc1ccc(NC(=O)c2cc(S(=O)(=O)N3CCc4ccccc43)cn2C)cc1
 : -3%	-14%	-8%	11%	-11	?	336%[activator]	-20%	-1%
Cc1cccc(NC(=O)c2c(C)cc(C)nc2SCC(=O)c2ccccc2)c1
 : -17%	·	-18%	-1%	-4	-14%	5%	-12%	-17%
CC12CCC3C(=CCc4cc(O)ccc43)C1CC(=NO)C2O (centres undefined)
 : -18%	·	-37%	·	-2	·	?	-15%	·
CCCn1nc(NS(=O)(=O)c2cccc3nonc23)c2cc3cc(C)ccc3nc21
 : -3%	-18%	24%	7%	-6	-2%	-23%	-3%	1%
CC(=O)Nc1ccc(N2C(=O)CSC2c2ccccc2[N+](=O)[O-])cc1 (centres undefined)
 : -2%	0%	-10%	3%	-3	6%	33%[activator]	-4%	-13%
COc1ccc(-c2cc(=O)c3c(O)c(OC)c(OC)c(OC)c3o2)cc1
 : -6%	5%	9%	-4%	12	·	-7%	-15%	-4%
O=C(O)CCC(=O)Nc1cccc(-c2nc3ccccc3o2)c1
 : -1%	-11%	-2%	2%	-9	15%	-3%	-14%	-4%
COc1ccc(-c2noc(N3CCC(C(=O)N4CCN(c5ccccc5OC)CC4)CC3)n2)cc1
 : -10%[60.1 µM]	·	-11%	13%	-2	-3%	-25%	-11%	-1%
Cc1ccc(C2CC(=O)Oc3cc(C)cc(C)c32)cc1 (centres undefined)
 : -1%	-17%	-7%	-7%	3	·	-16%	-10%	·
O=C(COC(=O)c1ccc(S(=O)(=O)N2CCCC2)cc1)Nc1ccc(Cl)cc1
 : -16%	-2%	11%	7%	-4	·	?	-21%	·
Cc1nnc2sc(SCC(=O)Nc3ccc(Br)cc3)nn2c1=O
 : -12%	-2%	-34%	-4%	-5	0%	11%	-18%	-5%
Cn1nc(-c2ccc(C(=O)Nc3cccc(C(F)(F)F)c3)cc2)c2ccccc2c1=O
 : -18%	·	11%	-2%	-9	-1%	-18%	-19%	-7%
CCn1nnnc1SCC(=O)c1ccc(C)cc1C
 : 0%	3%	15%	-6%	-7	0%	0%	-11%	?
O=C(c1ccoc1)N1CCCC(N2CCN(c3cccc(C(F)(F)F)c3)CC2)C1 (centres undefined)
 : -16%	12%	-11%	-6%	-8	3%	?	-7%	-15%
NC(=O)C1CC(=O)N(c2ccc(OCc3ccc([N+](=O)[O-])cc3)cc2)C1 (centres undefined)
 : 2%	8%	10%	-9%	-6	-8%	25%	-10%	?
CCc1cc2c(N[C@@H](Cc3ccccc3)C(=O)O)ncnc2s1
 : -15%	-10%	-11%	-2%	-10	31%	-9%	-10%	-1%
N#Cc1ccc(Oc2cccc3cccnc23)c([N+](=O)[O-])c1
 : -17%	46%[activator]	-16%	0%	4	-20%	28%	-8%	-6%
N=c1c(S(=O)(=O)c2ccc(Cl)cc2)cc2c(=O)n3ccccc3nc2n1CC1CCCO1 (centres undefined)
 : -5%	-11%	-8%	4%	-11	-10%	·	7%	5%
OCCN1CCN(C(=S)Nc2ccc(SC(F)F)cc2)CC1
 : 2%	-2%	-6%	-16%	-6	-1%	-11%	-11%	-1%
CC(C)(C)NC(=O)C[C@H]1C[C@H](C(=O)N2CCCCC2)[C@@]2(CCc3ccccc3)c3[nH]c4ccc(Cl)cc4c3CCN2C1=O
 : 4%	-1%	-3%	-2%	-1	·	16%	-21%	·
CCOC(=O)C1(Cc2ccccc2)CCN(C2Cc3ccccc3C2)CC1
 : -1%	-5%	3%	1%	3	4%	10%	-7%	-21%
COc1ccc(OC)c(C2/C(=C(/O)c3cnn(-c4ccccc4)c3C)C(=O)C(=O)N2CCN(C)C)c1 (centres undefined)
 : -7%	1%	2%	-9%	3	4%	3%	?	-10%
Cc1noc(C)c1S(=O)(=O)N1CCC(C(=O)Nc2ccc(Br)cc2)CC1
 : -15%&-8%	21%	11%&11%	-3%&-1%	-4&-9	27%	-5%&-15%	-6%&-9%	-1%&-17%
CCN(CC)C(=O)c1sc(NC(=O)c2ccc(C)c([N+](=O)[O-])c2)c(C#N)c1C
 : -4%	11%	12%	8%	-6	-1%	-6%	-5%	-8%
Cc1[nH]c2ccccc2c1C(=O)C(=O)N1CCN(c2cccc(Cl)c2)CC1
 : -10%	35%	-5%	-5%	-2	-32%	-3%	-22%	-24%
O=[N+]([O-])c1cccc(/C=N\N=C2c3ccccc3-c3ccccc32)c1O
 : -6%	7%	-7%	·	-12	-1%	7%	2%	4%
O=C(NNC(=O)C12CC3CC(CC(C3)C1)C2)c1ccncc1
 : -3%	5%	-17%	-2%	-1	11%	?	-11%	-10%
CC(=O)SCC(C)C(=O)NCc1ccccc1 (centres undefined)
 : -5%	0%	11%	·	-13	5%	22%	10%	-13%
CCOC(=O)c1c(S(=O)(=O)N2CCC(C(=O)Nc3ncccc3C)CC2)c(C)n(C)c1C
 : -4%[60.1 µM]	·	4%	3%	-1	8%	-23%	-19%	-8%
O=C(O)c1ccc(N=Cc2c(O)ccc3oc4c(c23)CCCC4)cc1
 : -3%	2%	-28%	2%	5	-26%	3%	-17%	-10%
Cn1ncc(Cl)c1C(=O)NCc1ccco1
 : -4%	-1%	6%	-7%	-3	40%	-1%	-8%	-5%
COc1cccc(Oc2ccc(C(F)(F)F)cc2NC(=O)c2cccc(F)c2)c1
 : -5%	-3%	-34%	·	1	0%	1%	-14%	-7%
CCOC(=O)c1cc(-c2cccc([N+](=O)[O-])c2)n[nH]1
 : -4%	7%	-5%	1%	-3	-5%	-12%	-17%	-16%
CC(=O)Nc1ccc(N(CC(=O)NC2CCCCC2)C(=O)Cn2nnc(-c3ccccc3)n2)cc1
 : -2%	22%[12.4 µM]	11%	-3%	-2	-10%	6%	-24%	-12%
CN(C)c1ccc(CNC(=O)C2CCC(CNc3c(N4CCCCC4)c(=O)c3=O)CC2)cc1 (centres undefined)
 : -7%	16%	-3%	-1%	-1	1%	2%	-8%	-2%
COc1ccc(C2CC(=O)C3=C(C2)Nc2ncnn2C3c2ccccc2C)cc1 (centres undefined)
 : 2%	-1%	-3%	8%	-1	9%	0%	2%	-22%
COc1ccc(C)cc1NC(=O)C(Cc1ccccc1)NS(=O)(=O)c1cccs1 (centres undefined)
 : -10%[60.1 µM]	·	1%	-3%	-7	9%	-12%	0%	-12%
Fc1cccc(-n2ncc3c2ncn2nc(-c4ccccc4Cl)nc32)c1
 : 0%	·	10%	-10%	-7	1%	-14%	·	0%
CC(=O)c1cn(CCOc2cc(C)ccc2C)c2ccccc12
 : 5%	6%	-8%	-3%	1	44%	-25%	-10%	-9%
